Luc counter – blocks Kinase-Glo luciferase, a counter-screen artifact; Q27757; 200,000 compounds, 0.28% hits; AID 1379; Potency, µM (titrated, usually from 38.3 µM), for the others: at the top dose activity change, negative = inhibition, actives largely listed as inhibitors; Kinase-Glo luciferase, ATP luminescence, 8 min; also: potency is read from the fitted curve at half-maximal effect; % is scaled to controls: 0 for no effect and ±100 for the full control effect; nearly all actives have a fitted effect of over 60% in size
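Light output from Kinase-Glo luciferase with luciferin and 10 uM ATP in 50 mM imidazole pH 7.2, KCl, MgCl2, Tween 20, BSA; compound pin-delivered, 8-min ambient incubation, then luminescence read.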
SMN2 splice enh – increases expression of the SMN2 splice variant; HEK293 SMN2-luciferase splicing reporter, luminescence, 30-36 h; Potency, µM (top dose mostly 46.1 µM), for inactives: top-dose activity change, positive = activation, actives largely listed as activators; 210,000 compounds, 2.8% hits; AID 1458; also: potency is read from the fitted curve at half-maximal effect; % of control where 0% means no effect; nearly all actives have a fitted effect of over 55% in size
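HEK293 cells carry an SMN2 minigene-luciferase reporter in which exon 7 inclusion puts luciferase in frame. Cells were seeded at 2000 cells/well, attached for 10-12 hours, then exposed to compounds for 30-36 hours at 37C before ONE-Glo luminescence.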
CBFb-RUNX1 inh – inhibitors of human CBF-beta and RUNX1 interaction; AlphaScreen CBFb-His/RUNX1-biotin binding, biochemical; Potency, µM (doses to about 59.8 µM), inactives show at the highest dose activity, negative = inhibition, actives largely listed as inhibitors; AID 1477; 230,000 tested, under 10 active; Q01196+Q13951; also: % of control where 0% means no effect
Target sequence (Q01196 whole entry, looked up): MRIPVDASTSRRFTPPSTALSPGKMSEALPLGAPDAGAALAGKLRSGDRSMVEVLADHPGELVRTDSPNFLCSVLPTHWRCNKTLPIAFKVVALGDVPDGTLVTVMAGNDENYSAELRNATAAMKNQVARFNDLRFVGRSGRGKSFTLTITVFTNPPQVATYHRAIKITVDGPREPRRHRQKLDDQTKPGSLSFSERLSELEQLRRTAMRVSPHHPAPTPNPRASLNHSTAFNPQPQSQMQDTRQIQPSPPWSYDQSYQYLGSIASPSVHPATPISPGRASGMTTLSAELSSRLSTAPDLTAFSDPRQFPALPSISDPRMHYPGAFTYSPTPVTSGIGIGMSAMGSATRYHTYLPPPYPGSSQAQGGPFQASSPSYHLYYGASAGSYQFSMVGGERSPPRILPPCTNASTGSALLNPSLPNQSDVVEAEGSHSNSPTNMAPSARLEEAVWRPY
Target sequence (Q13951 whole entry, looked up): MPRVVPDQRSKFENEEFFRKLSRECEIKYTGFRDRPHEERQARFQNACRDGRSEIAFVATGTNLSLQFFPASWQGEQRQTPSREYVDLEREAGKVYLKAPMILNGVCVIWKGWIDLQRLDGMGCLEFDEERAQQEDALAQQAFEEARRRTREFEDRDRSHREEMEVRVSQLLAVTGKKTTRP
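Room-temperature protein-protein interaction test with 30 nM each of His-tagged CBF-beta and biotinylated RUNX1, 15 min with compound, then 90 min with nickel plus streptavidin beads. Signal read in AlphaScreen mode.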
HTT cytoprotect – Huntington cell model cytoprotection by ATP luminescence; PC12 HTT-Q103 induced, cytoprotection, ATP luminescence, 40 h; Potency, µM (doses to about 56.4 µM), for inactives: cytoprotection (ATP increase), hits mostly activators; 230,000 compounds, 0.14% hits;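 also: potency is read from the fitted curve at half-maximal effect; % of control where 0% means no effect; nearly all actives have a fitted effect of over 45% in size; toxic huntingtin expression switched on by the ecdysone agonist tebufenozide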
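Compounds were screened for protection of PC12 cells against cell death after tebufenozide induction (100 nM final) of mutant Huntingtin exon 1 (Q103) fused to GFP.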
LMNA splice mod – modulators of lamin A splicing | HeLa LMNA splicing GFP/RFP minigene ratio, 48 h | Potency, µM (series often up to 46.1 µM), for inactives: at the highest dose ratio change, negative = inhibition, usual class: inhibitors | 200,000 compounds, 0.01% hits | AID 1487; active = well fitted inhibition curve with a large enough effect in the signal ratio, with a control signal flat, not every such curve was filed as active; inconclusive = small, poorly fitted or top-dose-only effect, or effect the other way, or a change in a side signal; the % refers to the signal ratio; also: potency is read from the fitted curve at half-maximal effect; % is scaled to controls: 0 for no effect and ±100 for the full control effect
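S3 HeLa cells stably expressing lamin A-EGFP splicing minigene plus DsRed2, 600 cells/well, 48 h compound exposure at 37C. Laser-scanning cytometry; analysed as GFP (500-530 nm)/RFP (575-640 nm) total intensity ratio; 0.5% DMSO vehicle.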
IMPase Li inh – cell-permeable IMPase inhibitors with lithium potentiation | CHO-M1 cells, IP1 TR-FRET (IP-One), carbachol + lithium | Potency, µM (titrated, usually from 59.4 µM), for inactives: at the top dose activity, negative = IMPase inhibition, hits mostly inhibitors | 210,000 compounds, 0.35% hits | AID 1457;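 also: IP1 builds up when IMPase is blocked and the TR-FRET signal falls; potency is read from the fitted curve at half-maximal effect; plate controls were basal vehicle for no effect and high inhibitor control for full effect; nearly all actives have a fitted effect of over 50% in size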
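Readout is a homogeneous TR-FRET IP1 immunoassay (Ex 320, Em 665 and 620), where raised cytosolic IP1 lowers signal. Cells were CHO-M1 treated 30 min at 37C with test compounds plus a little lithium; AC50 values came from Hill-equation fitting.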
HttQ103 aggreg – reduces HttQ103-GFP aggregates in PC12 cells; Potency, µM (doses to about 46.1 µM), without a hit: at the top dose activity change, negative = inhibition, usual class: inhibitors; 220,000 compounds, 1.1% hits; AID 1688; PC12 HttQ103-GFP aggregates, Acumen cytometry, 40 h; also: potency is read from the fitted curve at half-maximal effect; % is scaled to controls: 0 for no effect and ±100 for the full control effect; nearly all actives have a fitted effect of over 60% in size
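Steps: seed 1500 PC12 HTTQ103-GFP cells/well; add tebufenozide, 100 nM final; add compound titration; add ATPLite reagent; quantify GFP aggregates by laser scanning cytometry.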
* = called active by the depositor; ? = inconclusive; . = not tested or not shown; [ ] = dose if it differs, or a comment. Unless noted, calls follow the shape of the dose curve; as a rule, active = well fitted curve in the direction sought with a large enough effect; inconclusive = small, poorly fitted or top-dose-only effect, or another doubt; inactive = no such curve, though single readings can be large; an effect the other way counts as inactive or inconclusive.

SMILES	Luc counter	SMN2 splice enh	CBFb-RUNX1 inh	HTT cytoprotect	LMNA splice mod	IMPase Li inh	HttQ103 aggreg
Cc1ccn2c(Nc3ccccc3C)c(-c3ccncc3)nc2c1	-3%	18µM*	0%	-7%[10 µM]	?	6%	8%
O=C(Nc1ccc(S(=O)(=O)N2CCc3ccccc3C2)cc1)c1ccccc1	15%	-71%[inhibitor]	4%	-11%	-1%	40%[activator][38.3 µM]	2%
CCOc1ccc(C(=O)NCC(=O)Nc2ccc(N3CCOCC3)cc2)cc1OCC	-5%	?	2%	-54%[inhibitor]	-11%[46 µM]	-5%	5%
O=C(CCOc1ccccc1)Nc1ccc(S(=O)(=O)N2CCCC2)cc1	-2%	-7%	4%	-12%	-2%	-9%[38.3 µM]	0%
CC[C@@H](CS(=O)(=O)O)[N+](=O)[O-]	-2%[7.66 µM]	-12%[9.22 µM]	.	0%[10 µM]	.	-2%	.
Cc1cccc(N2CC(C(=O)Nc3nnc(SCC(=O)Nc4nccs4)s3)CC2=O)c1 (stereo not given)	1%	2%	1%	7%[10 µM]	-4%	-3%	4%
Clc1ccc(CSc2nncn2-c2ccccn2)cc1	2%	4%	3%	-17%[10 µM]	-11%	22%[38.3 µM]	-4%
N/C(=N\OC(=O)CC1CCCCC1)c1ccccn1	-12%	16%	0%	-12%	8%	7%[38.3 µM]	-13%
CCOc1ccc(C2SCC(=O)N2c2c(C)n(C)n(-c3ccccc3)c2=O)cc1 (stereo not given)	.	.	0%	34%	3%	.	0%
CCC(=O)Nc1cccc(NC(=O)c2ccc(C)cc2Cl)c1	-5%	28%	-1%	.	.	1%	.
O=C(NNC1=C(C(=O)C(F)(F)F)CCC1)c1ccc(Br)cc1	-4%	-28%	3%	-58%[inhibitor]	?	21%[38.3 µM]	11µM*
CCOc1ccc(-c2nnn(CC(=O)Nc3cc(OC)cc(OC)c3)n2)cc1OCC	.	.	8%	-10%[10 µM]	8%	.	6%
N#Cc1c(N)[nH]c(=S)c(C#N)c1-c1ccccc1	12%	-3%	2%	-10%	-5%	13µM*	13%
O=C(NC(=S)N1CCN(c2ccc([N+](=O)[O-])cc2)CC1)c1ccc(F)cc1	1%	-2%	3%	.	?	18%	2%
Nc1nc(OCC(F)(F)F)cc(Oc2ccccc2F)n1	-6%	0%	5%	-4%[10 µM]	?	-26%[38.3 µM]	32%
Cc1c(Cl)cccc1NC(=S)N1CCC(C(N)=O)(N2CCCCC2)CC1	-2%	-9%	-4%	.	?	-9%	-11%
Cc1ccc(NC(=O)CCn2cnc3ccccc3c2=O)cc1Cl	0%	-7%	10%	20%[1.9 µM]	-7%	2%	6%
O=C(NCc1ccc(N2CCCC2=O)cc1)c1ccc(F)cc1	-1%	11%	14%	-34%[inhibitor]	?	8%	12%
Cc1ccc(NC(=O)CCC(C(=O)O)N2C(=O)c3ccccc3C2=O)cc1 (stereo not given)	21%	-2%	5%	-18%[10 µM]	1%	16%[38.3 µM]	-13%
Cc1ccc(S(=O)(=O)N(C)c2ccc3ccccc3c2)cc1	-1%	0%	15%	-47%[inhibitor]	-13%[46 µM]	25%	?

Sorted by value in CBFb-RUNX1 inh (smallest number first): some entries from above
SMILES	CBFb-RUNX1 inh
Cc1c(Cl)cccc1NC(=S)N1CCC(C(N)=O)(N2CCCCC2)CC1	-4%
O=C(CCOc1ccccc1)Nc1ccc(S(=O)(=O)N2CCCC2)cc1	4%
O=C(NCc1ccc(N2CCCC2=O)cc1)c1ccc(F)cc1	14%

The results go on:
SMILES	Luc counter	SMN2 splice enh	CBFb-RUNX1 inh	HTT cytoprotect	LMNA splice mod	IMPase Li inh	HttQ103 aggreg
O=C(OC(C(=O)NCC1CCCO1)c1ccccc1F)c1ccco1 (stereo not given)	-1%	-16%	1%	11%	-1%	-5%[38.3 µM]	-10%
COc1cccc(/C=N/NC(=O)Cn2nc(C)c([N+](=O)[O-])c2C)c1O	.	.	-15%	22%[10 µM]	?	.	2.8µM*
Cc1cc(SCC(=O)Nc2ccc(O)cc2)n2nc(C)c(-c3ccccc3)c2n1	.	.	3%	-8%[10 µM]	.	.	0%[9.22 µM]
O=C(N[C@@H](Cc1ccccc1)C(=O)OCc1ccccc1)c1nc[nH]c1C(=O)N1CCc2ccccc2C1	.	.	2%	-12%[10 µM]	.	.	-16%[9.22 µM]
COc1cc(CCC(=O)Nc2cc(C)cc(C)c2)cc(OC)c1OC	-3%	-4%	9%	.	.	1%	31%
Cc1ccc(C(=O)/C=C/c2c[nH]c3ccccc23)cc1	-5%	?	2%	4%	?	14%[38.3 µM]	19%
O=C(NCC1CCCO1)C1CCCN(c2ncccn2)C1 (stereo not given)	1%	-15%	2%	3%	-3%	-12%[38.3 µM]	3%
c1ccc2c(c1)oc1c(NCCCn3ccnc3)ncnc12	1%	3%	1%	-25%[0.074 µM]	12%	7%[38.3 µM]	-14%
CN1CCN(NS(=O)(=O)c2ccc(Cl)s2)CC1	0%	-14%[1.84 µM]	-1%	32%[10 µM]	-15%	9%	-8%
Cc1ccc(Sc2ccc(C(=O)N(C)C)cc2[N+](=O)[O-])cc1	3%	-13%	-11%	-30%	?	14%	-9%[9.22 µM]

Of the compounds above, these have an aryl methoxy group.
SMILES	Luc counter	SMN2 splice enh	CBFb-RUNX1 inh	HTT cytoprotect	LMNA splice mod	IMPase Li inh	HttQ103 aggreg
CCOc1ccc(-c2nnn(CC(=O)Nc3cc(OC)cc(OC)c3)n2)cc1OCC	.	.	8%	-10%[10 µM]	8%	.	6%
COc1cccc(/C=N/NC(=O)Cn2nc(C)c([N+](=O)[O-])c2C)c1O	.	.	-15%	22%[10 µM]	?	.	2.8µM*
COc1cc(CCC(=O)Nc2cc(C)cc(C)c2)cc(OC)c1OC	-3%	-4%	9%	.	.	1%	31%

Ordered by heavy-atom count (falling): 3 of the compounds above
SMILES	Luc counter	SMN2 splice enh	CBFb-RUNX1 inh	HTT cytoprotect	LMNA splice mod	IMPase Li inh	HttQ103 aggreg
Cc1cc(SCC(=O)Nc2ccc(O)cc2)n2nc(C)c(-c3ccccc3)c2n1	.	.	3%	-8%[10 µM]	.	.	0%[9.22 µM]
Cc1ccc(Sc2ccc(C(=O)N(C)C)cc2[N+](=O)[O-])cc1	3%	-13%	-11%	-30%	?	14%	-9%[9.22 µM]
Cc1ccc(C(=O)/C=C/c2c[nH]c3ccccc23)cc1	-5%	?	2%	4%	?	14%[38.3 µM]	19%

New compounds follow:
SMILES	Luc counter	SMN2 splice enh	CBFb-RUNX1 inh	HTT cytoprotect	LMNA splice mod	IMPase Li inh	HttQ103 aggreg
CCN(CC)CCCN1C(=O)C(=O)/C(=C(/O)c2ccc3c(c2)OCCO3)C1c1ccco1 (stereo not given)	7%	-10%	3%	-18%[0.074 µM]	11%	-9%[38.3 µM]	27%
COC(=O)C1=C(N)Oc2cc(C)n(Cc3cccnc3)c(=O)c2C1c1ccc(OC)c(OC)c1OC (stereo not given)	4%	4%	16%	-4%[10 µM]	-11%	29%[38.3 µM]	20%
COc1ccc(C(C#N)Nc2ccc(C)cc2)cc1 (stereo not given)	6%	4%	-7%	4%	8%	19%[38.3 µM]	13%[9.22 µM]
CCOC(=O)N1CCN(C(=O)c2ccc3nc(SCc4ccc(F)cc4)n(C)c3c2)CC1	-1%	-31%[inhibitor]	-2%	?	3%	2%[38.3 µM]	-17%
CC(=O)C(C(C)=O)C1(O)C(=O)c2ccccc2C1=O	4%	6%	26%	8%[10 µM]	3%	5%	27%
COCCN1CCC(CNCc2cn(-c3cc(C)ccc3C)nc2-c2ccccc2)C1 (stereo not given)	2%	.	-2%	-52%[inhibitor][10 µM]	.	-5%	-36%[9.22 µM]
CCn1c(SCC(=O)Nc2nccs2)nnc1-c1cc2cccc(OC)c2o1	-4%	3%	5%	-2%	8%	-10%[38.3 µM]	2%
Nc1ccc2c(c1)N=[N+]([O-])c1cc(N)ccc1C2	.	.	-3%	30%[10 µM]	20%[46 µM]	.	26%[9.22 µM]
CCCCn1c(N)c(Br)c(=O)[nH]c1=O	.	.	10%	7%[10 µM]	.	.	5%[9.22 µM]
CC(C)c1nc(-c2c(N)n(C)c(=O)n(C)c2=O)sc1C(=O)C(C)(C)C	2%	-21%	5%	-1%[10 µM]	-5%	2%	-15%
CCOC(=O)N/N=C/c1cn(CCCOc2ccccc2)c2ccccc12	0%	-49%[inhibitor]	-10%	.	?	-9%	-7%
CCCn1c(NC(=O)c2ccccc2)nc2ccccc21	-1%	-2%	3%	15%	10%	9%[38.3 µM]	-18%
CS(=O)(=O)Nc1ccc(C(=O)N2CCCCC2)cc1	-3%	-23%	12%	1%[10 µM]	-16%	-3%[38.3 µM]	-5%
CCOC(=O)c1c(NC(=O)CCC(=O)O)sc2c1CC(C)(C)OC2	-1%	-10%	5%	.	3%[46 µM]	3%	.
Cc1ccc(-n2nc(C(=O)O)cc2-c2ccc(Cl)cc2)cc1	-1%	-46%[inhibitor]	-22%	-1%[10 µM]	10%[46 µM]	2%	-12%
COc1cccc(Nc2ncc3nc(-c4ccccc4)c(=O)n(C[C@H]4CCCO4)c3n2)c1	-1%	-16%	.	-19%	.	7%	.
O=C(N/C(=C\c1ccc2c(c1)OCO2)C(=O)N1CCOCC1)c1cccs1	0%	22%	7%	-3%[10 µM]	-5%	-5%	0%
CCn1cc(/C=N/NC(=O)c2cc3c(ccc4ccccc43)o2)c2ccccc21	4%	17%	8%	-23%	7%	-9%[38.3 µM]	3%
Cn1c(O)c(N=NC(=O)c2ccco2)c2ccccc21	-13%	10µM*	-2%	-12%[10 µM]	.	14%	26%[9.22 µM]
O=C(NCc1ccc(C(F)(F)F)cc1)C1CC(c2ccccc2C(F)(F)F)=NO1 (stereo not given)	.	.	11%	7%[10 µM]	.	.	39%[9.22 µM]
CC(C)(C)NC(=O)NC(=O)CN1CCN(S(=O)(=O)c2ccccc2)CC1	.	.	4%	21%[10 µM]	.	.	6%[9.22 µM]
Cc1cc(C)n(CC(C)O)c(=O)c1C#N (stereo not given)	4%	-13%	9%	12%[10 µM]	-6%	31%[activator][38.3 µM]	5%
COc1ccccc1CCc1nnc(CCC(=O)N(C)Cc2cccc3cnccc23)o1	-5%	.	5%	12%[10 µM]	.	7%	-8%[9.22 µM]
COc1ccccc1CNC(=O)COC(=O)Cc1c(F)cccc1Cl	7%	20%	-18%	-20%	.	3%	10%
CN(C)c1ccc(N=c2sc3ccccc3n2C)cc1	-6%	-5%	.	-40%[inhibitor]	-5%	47%[activator][38.3 µM]	-26%

High-throughput results as filed in PubChem.
